Source: PubChem
OPRM1-OPRD1 inv: mu-delta opioid heterodimer inverse agonism | P35372+P41143 | cell-based MOR-DOR heterodimer luminescence | inhibition, % at 9.3 µM | 340,000 compounds, 0.21% hits; in the data active = inhibition above about 22%, passing the limit was not always enough;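 also: 0% = cells with DMSO and 100% = wells without cells with DMSO; values of inactives mirror those of a sister screen read the other way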
Keap1-Nrf2 PPI: Keap1-Nrf2 (human) interaction inhibition | 340,000 compounds, 0.15% hits | inhibition, % at 9.4 µM | Q14145 | Keap1 Kelch-Nrf2 peptide fluorescence polarization, 1536-well; in the data active = inhibition above about 12%;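 also: human Keap1 Kelch domain with fluorescein labeled Nrf2 9mer peptide probe; 0% = neutral control wells and 100% = peptide positive control; higher means more block of Keap1 binding to Nrf2 peptide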
Target sequence (Q14145 whole entry, looked up, the tested form may be a part): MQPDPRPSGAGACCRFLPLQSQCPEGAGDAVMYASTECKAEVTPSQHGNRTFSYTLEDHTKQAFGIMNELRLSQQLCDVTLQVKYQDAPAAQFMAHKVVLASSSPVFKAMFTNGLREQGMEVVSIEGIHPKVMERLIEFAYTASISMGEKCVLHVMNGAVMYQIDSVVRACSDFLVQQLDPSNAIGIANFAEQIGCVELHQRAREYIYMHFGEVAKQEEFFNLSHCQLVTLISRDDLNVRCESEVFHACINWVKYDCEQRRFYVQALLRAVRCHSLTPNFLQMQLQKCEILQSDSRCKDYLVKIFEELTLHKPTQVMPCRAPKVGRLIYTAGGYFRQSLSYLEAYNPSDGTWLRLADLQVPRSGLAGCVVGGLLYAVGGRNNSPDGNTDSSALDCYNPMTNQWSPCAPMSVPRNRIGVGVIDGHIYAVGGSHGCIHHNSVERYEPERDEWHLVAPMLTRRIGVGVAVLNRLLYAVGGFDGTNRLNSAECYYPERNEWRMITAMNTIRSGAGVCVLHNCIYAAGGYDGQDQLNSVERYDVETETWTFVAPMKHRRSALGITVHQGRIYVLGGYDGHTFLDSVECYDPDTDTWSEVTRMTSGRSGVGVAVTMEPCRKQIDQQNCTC
HTR5A ag: activates human HTR5A in OPRM1-OPRD1 agonist counter-screen | P47898 | HTR5A agonist assay, luminescence, cell-based | activation, % at 9.3 µM | 340,000 compounds, 0.61% hits; in the data active = activation mostly above about 9.5%, no sharp cut-off; inactive = mostly below about 7.6%;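 also: 0% = cells with vehicle only and 100% = reference agonist; strong numbers were not always called active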
Target sequence (P47898 whole entry, looked up): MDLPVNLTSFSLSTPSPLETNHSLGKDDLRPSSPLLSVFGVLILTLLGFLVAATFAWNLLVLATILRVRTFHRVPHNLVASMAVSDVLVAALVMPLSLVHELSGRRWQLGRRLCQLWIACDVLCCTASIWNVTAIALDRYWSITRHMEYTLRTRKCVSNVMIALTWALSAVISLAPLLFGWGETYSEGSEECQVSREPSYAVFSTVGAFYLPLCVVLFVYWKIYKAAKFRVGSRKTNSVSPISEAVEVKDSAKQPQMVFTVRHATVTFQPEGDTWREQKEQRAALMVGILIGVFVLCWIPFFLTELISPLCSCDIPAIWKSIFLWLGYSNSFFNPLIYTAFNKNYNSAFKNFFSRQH
OPRM1-OPRD1 ag: OPRM1-OPRD1 heterodimerization agonism | P35372+P41143 | cells, luminescence | activation, % at 9.3 µM | 340,000 compounds, 0.3% hits | AID 504326; in the data active = activation above about 18%;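 also: 0% = vehicle-treated cells and 100% = reference agonist; values of inactives mirror those of a sister screen read the other way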
HTR5A inv ag: HTR5A inverse agonism, opioid heterodimer counter-screen. P47898. HTR5A cell line, luminescence. inhibition, % at 9.3 µM. 340,000 compounds, 0.083% hits. AID 504634; in the data active = inhibition mostly above about 23%, no sharp cut-off; inactive = mostly below about 18%;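 also: 0% = cells with DMSO and 100% = no-cell wells with DMSO; some compounds called inactive have numbers as strong as hits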
V-ATPase pHluor: yeast V-ATPase proton transport regulation by pHLuorin | 350,000 compounds, 0.37% hits | response, % at 10 µM | S. cerevisiae, pHLuorin cytosolic pH fluorescence; in the data active = response mostly above about 7.3%, no sharp cut-off; inactive = mostly below about 5.4%; also: actives read high; inactives centre near 0; some compounds called inactive have numbers as strong as hits; reference of the scale not given here
LANA DNA inh: inhibitors of KSHV LANA C-terminal domain DNA binding; 340,000 compounds, 0.078% hits; AID 504423; inhibition, % at 9 µM; MBP-C-LANA/FAM-LBS DNA binding, fluorescence polarization;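 active = highest replicate inhibition at or above 60% at 9 µM, even if other replicates fall short; inactive = all replicates below 60% inhibition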;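 also: 0% = neutral control wells and 100% = 4 µM acridine orange control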
RTF Ca sens inh: cardiac RTF calcium desensitization; P19429+P45379; IANBD-labeled cardiac RTF, Ca2+ fluorescence; inhibition, % at 7.15 µM; 340,000 compounds, 0.12% hits; AID 493244;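 active = inhibition above the mean inhibition of all tested compounds plus 3 SD, cut at about 17% in these data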;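 also: assay run at fixed EC70 calcium of 1.6 mM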
CAL-PDZ inh HTS: blocks peptide binding to the human CAL PDZ domain | Q9HD26 | purified CAL PDZ, TMR-peptide fluorescence polarization, 1 h | inhibition, % at 24.9 µM | 300,000 compounds, 0.92% hits;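 active = mean inhibition of at least 30% with at least half of replicates also reaching 30%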;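 also: 0% = DMSO neutral control and 100% = excess unlabeled competitor peptide PRC23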
RTF Ca sens act: increases calcium sensitivity of human cardiac regulated thin filaments; 340,000 compounds, 0.24% hits; IANBD-labeled TnC RTF fluorescence at EC20 calcium; 0% EC20 calcium, 100% full calcium; P19429+P45379; activation, % at 7.2 µM;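 active = activation above the mean over all tested compounds plus 3 SD, cut at about 30% in these data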;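 also: rise in fluorescence read as greater calcium sensitivity of cardiac thin filaments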
An asterisk follows results filed as active; . = not tested or not shown.

Start of the listing, in advance, three compounds:
Under each structure: OPRM1-OPRD1 inv, Keap1-Nrf2 PPI, HTR5A ag, OPRM1-OPRD1 ag, HTR5A inv ag, V-ATPase pHluor, LANA DNA inh, RTF Ca sens inh, CAL-PDZ inh HTS, RTF Ca sens act
- Cc1ccc(N2/C(=N/c3nc(C)cc(C)n3)NC(=O)CC2C(=O)O)cc1 (stereo not drawn)
→ 20, -2, 3, -3.6, -8, 3, 0.6, -3, -1, -2
- COc1ccc(C=NNC(=S)NN=Cc2ccc(OC)c(OC)c2)cc1OC
→ -5, 1, 3, 1.2, -11, 3, 0.2, 3, 0, -1
- O=C(NC1(C(F)(F)F)C(=O)Nc2c1c(=O)[nH]c(=O)n2Cc1ccco1)C1CCCCC1 (stereo not drawn)
→ 11, -4, 0, -2.1, -6, -2, -0.4, -4, 0, 4

Main list (from the top)
Under each structure: OPRM1-OPRD1 inv, Keap1-Nrf2 PPI, HTR5A ag, OPRM1-OPRD1 ag, HTR5A inv ag, V-ATPase pHluor, LANA DNA inh, RTF Ca sens inh, CAL-PDZ inh HTS, RTF Ca sens act
- Cc1ccc(N2/C(=N/c3nc(C)cc(C)n3)NC(=O)CC2C(=O)O)cc1 (stereo not drawn)
→ 20, -2, 3, -3.6, -8, 3, 0.6, -3, -1, -2
- COc1ccc(C=NNC(=S)NN=Cc2ccc(OC)c(OC)c2)cc1OC
→ -5, 1, 3, 1.2, -11, 3, 0.2, 3, 0, -1
- O=C(NC1(C(F)(F)F)C(=O)Nc2c1c(=O)[nH]c(=O)n2Cc1ccco1)C1CCCCC1 (stereo not drawn)
→ 11, -4, 0, -2.1, -6, -2, -0.4, -4, 0, 4
- Cc1cccc(CCNC(=O)COc2cc(=O)n(C)c3ccccc23)c1
→ 16, 0, -2, -3.4, 1, 4, 3.5, -15, 3, -1
- COc1cccc(CN2C(=O)CN(C3CCCCC3)C(=O)C2c2ccc(F)cc2)c1 (stereo not drawn)
→ 13, 1, 4, -2.4, -12, -2, 0.1, -1, ., -4
- CCCCC1(CC(=O)OC)C(=O)N(c2ccccc2)N(c2ccccc2)C1=O
→ 10, -6, 2, -1.7, -6, 3, -0.2, 3, -5, 2
- CCC(C)n1c(SCC(=O)NCCc2ccc(S(N)(=O)=O)cc2)nc2ccsc2c1=O (stereo not drawn)
→ 10, -5, 1, -1.9, -3, 1, 0.1, -1, -2, 5
- O=C(CCNC(=O)c1ccccc1)NNC(=O)c1ccc(F)cc1
→ 18, -5, 4, -4.9, -1, -7, 1.4, -5, -2, -5
- CCC1(CC)NC(=S)N(Nc2ccccc2)C1=O
→ 14, 1, 6, -2.5, -16, 4, 2.0, -3, -3, -3
- C=CCn1cnnc1SCC(=O)N(C1CCCCC1)C1CCS(=O)(=O)C1 (stereo not drawn)
→ 6, 1, -1, -1.2, 2, 0, -0.1, 2, ., -4
- COc1ccccc1-c1nnc(SCC(=O)Nc2ccc3[nH]c(=O)[nH]c3c2)n1N
→ 3, -4, 0, -0.6, -1, 7, 0.2, -1, 4, 20
- C=CCN1C(=O)C(CC(=O)Nc2ccc(C)cc2)SC1=Nc1c(C)n(C)n(-c2ccccc2)c1=O (stereo not drawn)
→ -3, 1, -5, 0.5, -7, 0, -3.4, -4, -2, 9
- CCCc1nnc(SCC(=O)Nc2ccc(OC)cc2)o1
→ 8, -7, 3, -1.6, -10, 3, -1.1, -5, -4, -3
- CS(=O)(=O)N(CC(=O)NCCSC1CCCCC1)c1ccccc1
→ 10, -1, 1, -1.8, -2, 2, -0.3, -8, 8, 6
- O=C(Nc1ccccc1C(=O)NCCCn1ccnc1)c1ccc(Cl)cc1Cl
→ 8, -6, -2, -1.4, 5, 8, 0.3, 3, -7, 6
- Cn1cc(CN2CCc3ccccc3C2)c2ccccc21
→ 4, 1, 1, -0.8, -10, 0, 0.4, -13, ., -3
- CC(C)OC(=O)/C(=C/c1ccc(Br)cc1)NC(=O)c1ccco1
→ 4, 5, -1, -0.7, 2, -4, 1.2, -2, -1, 7
- Cn1c(=O)c2c(ncn2CCC(=O)N/N=C/c2ccccc2)n(C)c1=O
→ 4, 0, -3, -0.8, 8, 1, -1.3, -13, 5, 3
- COC(=O)C1CCCN1C(=O)COc1ccc(Cl)cc1Br (stereo not drawn)
→ 10, 0, 4, -2.0, -14, 0, -0.3, -3, -2, 1
- O=C(Nn1c(COc2ccccc2)nc2ccccc2c1=O)C(Cl)(Cl)Cl
→ 11, -9, -1, -2.4, 2, -3, -3.8, -8, -5, -1
- COC(=O)NCC1(C)CC(NC(=O)OC)CC(C)(C)C1 (stereo not drawn)
→ 2, -5, 3, -0.5, -2, 2, -2.8, -8, -4, 1
- CCn1ccc(C(=O)Nc2cccc(Cl)c2)n1
→ 2, 4, 6, -0.3, 3, ., -0.7, -6, -19, -8
- COc1cccc(CN(C)C(=O)CCNC(=O)c2ccc(Br)cc2)c1
→ 4, 0, 0, -0.7, 19, -3, 0.6, -13, -7, 0
- O=[N+]([O-])c1ccn(-c2nc(-c3ccccc3)cc(C(F)(F)F)n2)n1
→ -10, -3, -7, 1.9, 19, 0, -0.3, 8, -1, 1
- C=CCn1cnc2c(nnn2Cc2ccc(F)cc2)c1=O
→ 6, 2, 5, -1.2, -3, -1, 0.9, -7, 4, 3
- COCC(=O)Nc1c(C(=O)N2CCCC2)oc2ccccc12
→ 15, 1, 7, -2.9, -24, 0, -1.8, -9, 0, -1
- CCCCNC(=O)N1CCCC(C(=O)c2cc(C)c(OC)c(C)c2)C1 (stereo not drawn)
→ 16, 1, 2, -3.2, -6, -1, 15, 0, -1, 2
- Cc1ccc(SCc2cn3c(C)csc3n2)cc1
→ -4, 0, -3, 0.7, 7, -2, -3.0, 6, -4, 3
- Cc1ccc(S(=O)(=O)NC(=O)c2cc(C)n(CC(c3ccccc3)N(C)C)c2C)cc1 (stereo not drawn)
→ -10, -4, 0, 1.9, -1, -2, -4.6, 9, -6, 4
- CCn1c(NCCc2ccc(OC)c(OC)c2)nc2c1c(=O)n(C)c(=O)n2C
→ 5, -1, 8, -1.1, -19, 6, -3.4, 11, -2, 10
- Cc1cc(C(=O)NC2CC(C)(C)Cc3c2cnn3-c2ccccc2)n[nH]1 (stereo not drawn)
→ 12, 4, 5, -2.0, -18, 1, -1.2, -7, -2, 0
- O=C(NCc1cccs1)C1CCCN1S(=O)(=O)c1ccccc1F (stereo not drawn)
→ 7, -1, 4, -1.4, -9, 2, -0.8, -2, 86*, -1
- CN(C(=O)COC(=O)c1ccc(Cl)c(S(=O)(=O)N2CCCCC2)c1)C1(C#N)CCCCC1
→ 2, -2, 4, -0.5, 20, 1, 0.6, -2, ., -3
- O=C(O)c1ccc(/C=N/Nc2ccc(F)cc2F)cc1
→ 4, 3, 3, -0.8, -8, 3, 0.8, 9, -1, 3
- Cc1cc(C)cc(OCCn2ccnc2)c1
→ 11, -1, 0, -2.4, 1, 3, 1.1, 1, 1, -4
- COc1ccccc1CN1CCN(Cc2ccco2)CC1
→ 6, -5, 0, -1.3, -1, 1, 1.9, -7, 8, -3
- Cn1c(=O)n(C)c2cc(NS(=O)(=O)c3ccc(F)cc3)ccc21
→ 16, -4, 1, -3.1, -2, -2, -2.6, 1, 3, 5
- c1ccc(Cn2nnnc2CN2CCN(Cc3ccc4c(c3)OCO4)CC2)cc1
→ 0, 3, -2, 0.0, -5, 6.8*, -1.3, 1, ., -6
- O=C(CCSc1ccccc1)NC1CCCCCC1
→ 10, 5, 3, -1.8, -9, 2, 0.9, -17, -3, -4
- CCc1c(O)nc(SCC(=O)N2CCOCC2)n(-c2ccccc2)c1=O
→ 5, -10, -7, -0.9, -24, 1, -1.0, -5, -13, -4
- O=C(COC(=O)Cc1cccs1)Nc1cccc(S(=O)(=O)N2CCOCC2)c1
→ 2, -6, 0, -0.3, -1, 1, -0.6, 0, 2, 10
- Clc1ccc(OC2CCN(Cc3nc(CC4CC4)no3)CC2)cc1
→ -30, 2, -2, 5.8, 5, -3, 1.9, 5, -3, 3
- COc1ccc(/C=N/NC(=O)C(=O)Nc2ccccn2)cc1OC
→ 21, -1, 4, -3.9, -10, -6, 2.3, -1, -1, 2
- CC(=O)N1CCN(S(=O)(=O)c2cccc(C(=O)NNC(=O)Cn3ccc(C(F)(F)F)n3)c2)CC1
→ 0, -5, -1, 0.0, 3, -4, -0.7, -6, -5, -8
- Cn1nc(SCC(=O)O)sc1=S
→ 11, 1, 0, -2.1, 23, -2, 1.3, -4, -1, -1
- CCCCNC(=O)c1ccccc1NS(=O)(=O)c1ccc2c(c1)OCCO2
→ 19, 3, -2, -3.8, 6, -2, 0.3, 2, -3, -2
- COC(=O)CSc1ncnc2c1sc1nc3c(cc12)COC(C)(C)C3
→ 9, -2, -4, -1.8, 9, -3, -0.9, 0, -1, -8
- COCC(=O)Nc1ccc(-c2cn3cccnc3n2)cc1
→ -6, -4, 5, 1.2, -37, 5, -0.6, -10, -7, -3
- Cc1nn(-c2ccccc2)c(C)c1C(=O)OCC(=O)c1c(N)n(CC(C)C)c(=O)n(C)c1=O
→ 14, -5, 0, -2.2, -1, 5, -1.6, 6, -3, -2
- Cc1cccc(NC(=O)CCC(=O)Nc2nnc(C(F)(F)F)s2)c1
→ 16, -3, 0, -3.1, 4, 5, -0.7, -7, -2, -2
- O=C1COc2ccc(S(=O)(=O)Nc3ccc(OC(F)(F)F)cc3)cc2N1
→ -5, -4, 3, 0.9, -18, -1, -1.5, 4, 0, 0
- O=[N+]([O-])c1ccc(N2CCOCC2)c([N+](=O)[O-])c1
→ 5, -2, -3, -1.0, 11, -4, -0.2, 5, -8, -8
- C=CCc1cccc2cc(C(=O)NCCOC)c(=O)oc12
→ 21, 2, 4, -3.9, -12, -2, 0.7, 8, 1, -5
- CCN(c1ccccc1)S(=O)(=O)c1ccc(NC(=O)c2nc(S(C)(=O)=O)ncc2Cl)cc1
→ 20, -7, -2, -4.0, 9, 3, 1.1, -14, 21, 1
- COc1cc(CNC(C)c2ccccc2)cc(Cl)c1OCC(=O)Nc1ccccc1 (stereo not drawn)
→ -118, 1, -4, 21*, 10, 3, 1.3, 3, 4, -1
- CN(C)/C=C(/C(=O)c1ccc(Cl)cc1Cl)S(=O)(=O)c1ccccc1
→ 11, -7, -4, -2.2, 14, 8, 0.2, 9, -5, -1
- COc1cccc(/C=C/C(=O)OCC(=O)NC2CC2)c1
→ 4, -4, -1, -0.9, 2, -1, -4.4, -10, 1, -3
- Cc1sc2ncnc(N(C)Cc3ccco3)c2c1C
→ 13, -1, -3, -2.2, -28, 2, -0.4, 8, -1, 4
- CC1=NN(c2ccc(C(=O)O)cc2)C(=O)CC1
→ 4, -4, 4, -0.8, -13, 1, -1.6, -12, -5, 5

Limited to RTF Ca sens act and HTR5A inv ag, for some of the entries so far:
molecule | RTF Ca sens act | HTR5A inv ag
COc1ccccc1CN1CCN(Cc2ccco2)CC1 | -3 | -1
C=CCn1cnc2c(nnn2Cc2ccc(F)cc2)c1=O | 3 | -3
